# mIAP block: mouse IAP inhibition; purified mouse IAP, CDP-Star luminescence, 30 min; inhibition, % at 10 µM; hit rate 0.2% among 330,000; AID 2806;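 active = inhibition of at least 40% at 10 µM in the primary screen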;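 also: plate controls were DMSO with enzyme for no effect and no enzyme wells for full effect; values of inactives mirror those of a sister screen read the other way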
# A3G deaminase: APOBEC3G (human) deaminase inhibition | recombinant A3G, ssDNA deamination FAM/TAMRA fluorescence | inhibition, % at 20 µM | hit rate 0.28% among 330,000;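 active = inhibition of at least 40% at 20 µM, with no more than 30% in the related APOBEC3A deaminase screen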;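 also: plate controls were DMSO wells with A3G for no effect and wells lacking A3G enzyme for full effect; some compounds called inactive have numbers as strong as hits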
# Target sequence (Q9HC16 whole entry, looked up): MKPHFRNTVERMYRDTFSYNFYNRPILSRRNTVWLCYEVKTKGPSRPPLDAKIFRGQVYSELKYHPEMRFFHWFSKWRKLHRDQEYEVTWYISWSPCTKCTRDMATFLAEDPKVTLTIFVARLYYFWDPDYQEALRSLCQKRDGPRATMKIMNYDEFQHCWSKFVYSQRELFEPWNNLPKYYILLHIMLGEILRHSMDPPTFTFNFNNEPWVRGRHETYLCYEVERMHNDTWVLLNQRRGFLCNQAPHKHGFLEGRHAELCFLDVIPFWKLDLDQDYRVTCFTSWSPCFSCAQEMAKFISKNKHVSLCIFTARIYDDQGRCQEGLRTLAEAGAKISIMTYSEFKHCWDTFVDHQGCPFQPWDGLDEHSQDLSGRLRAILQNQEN
# mIAP act: mouse IAP activation. muIAP, CDP-Star luminescence, 30 min; stronger effect = higher value; 1 = vehicle-only enzyme signal, 0 = enzyme-free wells. activation factor at 10 µM. hit rate 0.24% among 330,000;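 active = activation factor of at least 2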; also: the source names both 10 and 20 µM as test concentration; values of inactives mirror those of a sister screen read the other way
#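 System: mouse IAP enzyme. Reagent: CDP-Star chemiluminescent phosphatase substrate. Benchmarks: DMSO wells, no-enzyme wells. Times: 30 min enzyme-substrate-compound incubation at room temperature. Detection: luminescence from enzymatic CDP-Star hydrolysis. Doses: test compounds delivered from DMSO solution.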
# SENP1 inh: SENP1 (human) catalytic domain inhibition | recombinant SENP1 catalytic domain, CyPet-SUMO1-YPet FRET cleavage | inhibition, % at 10 µM | hit rate 0.21% among 360,000;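 active = inhibition at least 30% at 10 µM, raw YFP signal under a set limit, fluorescence ratio 0.5 to 1.5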;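 also: 0% = enzyme with DMSO and 100% = no enzyme wells; some results filed as inactive read as strong as hits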
#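 Test system: human SENP1 catalytic domain; medium: Tris pH 8 buffer plus EDTA, NaCl, BME, BSA, NP40, catalase; incubation: 50 min reaction at room temperature; technique: FRET, CFP and YFP emission; controls: no-enzyme low control and enzyme-plus-DMSO high control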
# hIAP inh: blocks human intestinal alkaline phosphatase; purified IAP, CDP-Star luminescence, 30 min; inhibition, % at 10 µM; P09923; hit rate 0.12% among 330,000;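 active = inhibition reaching a set limit with compound at 10 µM in the primary screen, cut at about 35% in these data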;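 also: plate controls were DMSO wells with enzyme for no effect and no-enzyme buffer wells for full effect; values of inactives mirror those of a sister screen read the other way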
# Target sequence (P09923 whole entry, looked up): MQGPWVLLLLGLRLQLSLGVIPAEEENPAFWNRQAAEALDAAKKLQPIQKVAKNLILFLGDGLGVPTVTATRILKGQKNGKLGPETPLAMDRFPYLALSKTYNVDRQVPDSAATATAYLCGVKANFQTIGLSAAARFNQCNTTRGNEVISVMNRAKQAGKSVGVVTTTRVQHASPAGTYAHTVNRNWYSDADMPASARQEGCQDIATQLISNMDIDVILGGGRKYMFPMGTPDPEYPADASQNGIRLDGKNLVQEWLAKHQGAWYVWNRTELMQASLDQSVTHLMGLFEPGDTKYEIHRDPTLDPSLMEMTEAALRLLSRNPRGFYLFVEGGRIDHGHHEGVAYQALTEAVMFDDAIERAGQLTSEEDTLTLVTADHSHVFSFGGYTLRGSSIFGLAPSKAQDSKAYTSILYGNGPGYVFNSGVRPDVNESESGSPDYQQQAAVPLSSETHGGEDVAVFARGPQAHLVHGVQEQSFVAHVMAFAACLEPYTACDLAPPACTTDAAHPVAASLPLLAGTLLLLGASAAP
# NALP3 yeast inh: NALP3 inhibition in yeast | hit rate 0.39% among 330,000 | Yeast reconstituted NLRP3/ASC/caspase-1, beta-gal luminescence, 24 h | AID 2825 | inhibition, % at 10 µM;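 active = inhibition of 50% or more; inactive = inhibition below 50%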;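 also: plate controls were induced DMSO wells for no effect and uninduced yeast grown without galactose for full effect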
# hIAP act: human IAP activation; P09923; purified human IAP, CDP-Star luminescence, 30 min; stronger effect = higher value; 1 = vehicle-only enzyme, 0 = enzyme-free background; activation factor at 10 µM; hit rate 0.16% among 330,000;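 active = activation factor of the enzyme at least 2-fold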; also: the source names both 10 and 20 µM as test concentration; values of inactives mirror those of a sister screen read the other way
# beta cell repl: induces beta-cell replication in MIN6 cells | MIN6 cells proliferation, ATPlite luminescence, 48 h; cells starved in 0.2% serum; 100% = growth in 10% serum | proliferation, % at 10 µM | hit rate 0.29% among 330,000 | AID 2380;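 active = compounds whose signal lies at least 3.5 SD above the mean of all wells on their plate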;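 also: 0% = DMSO-treated cells in low-serum medium and 100% = 10% serum control; some compounds called inactive have numbers as strong as hits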
# A3A deaminase: blocks human APOBEC3A ssDNA deamination | recombinant A3A, FAM/TAMRA ssDNA deamination fluorescence | hit rate 0.41% among 330,000 | inhibition, % at 20 µM;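 active = at least 40% inhibition at 20 µM here, with at most 30% in a related deaminase screen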;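 also: plate controls were A3A with DMSO for no effect and wells lacking A3A enzyme for full effect; some results filed as inactive read as strong as hits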
# Target sequence (P31941 whole entry, looked up): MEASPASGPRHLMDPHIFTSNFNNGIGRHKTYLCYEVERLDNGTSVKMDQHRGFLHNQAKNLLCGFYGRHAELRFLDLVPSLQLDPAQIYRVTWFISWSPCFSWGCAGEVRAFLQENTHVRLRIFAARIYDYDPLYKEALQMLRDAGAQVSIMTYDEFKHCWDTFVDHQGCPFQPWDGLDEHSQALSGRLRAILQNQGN
# * = called active by the depositor.
SMILES,mIAP block,A3G deaminase,mIAP act,SENP1 inh,hIAP inh,NALP3 yeast inh,hIAP act,beta cell repl,A3A deaminase
O=C(O)C1CC=CCC1C(=O)Nc1ccccc1C(=O)N1CCN(c2ccccc2)CC1 (stereo not given),1.6,-5.9,0.984,-2.0,17.1,12.3,0.829,-1.1,-4.5
O=C(COc1ccccc1)Nc1nccs1,-8.4,15.6,1.08,0.2,7.3,20.6,0.927,0.2,1.3
N#Cc1ccccc1NC(=O)COC(=O)CN1C(=O)C2CCCCC2C1=O (stereo not given),-7.1,-0.4,1.07,1.9,-0.9,12.0,1.01,-3.6,-0.3
COc1ccc(CNC(=O)C2CCCN2C(=O)NCc2ccccc2)cc1 (stereo not given),6.5,-10.3,0.935,-0.2,-6.3,15.5,1.06,-1.0,-0.5
CCOc1ccc(NS(=O)(=O)c2cc(C(=O)NCC3CCCO3)ccc2Cl)cc1 (stereo not given),9.6,-0.7,0.904,-0.9,8.9,-0.6,0.911,1.2,2.6
C=CCc1cc(Cl)ccc1OCCCn1ccnc1,8.2,-5.9,0.918,-3.0,-31.6,20.7,1.32,-0.1,-6.5
Cc1noc(C)c1COc1ccc(C(=O)OCC(=O)N2CC3(C)CC2CC(C)(C)C3)cc1 (stereo not given),5.9,-0.2,0.941,-0.1,-34.7,1.4,1.35,-2.0,0.4
N#Cc1nnn(-c2ccc(Cl)cc2)c1N,5.1,-8.2,0.949,1.3,1.1,20.7,0.989,1.4,-2.6
Cc1cc2c(cc1S(=O)(=O)N1CCCC1)n(C)c(=O)c(=O)n2C,-1.3,-9.0,1.01,0.6,5.0,-1.5,0.95,-0.2,-3.0
CCN(CC)c1ccc2cc(C(=O)NCc3ccc(F)cc3)c(=N)oc2c1,-20.6,-9.6,1.21,-25.3,-0.6,13.6,1.01,-7.0,-2.8
O=C(NCc1ccc(-c2csnn2)cc1)C1CC1,-14.2,-6.7,1.14,2.7,-15.4,21.7,1.15,-1.4,-4.5
CCOc1c(Cl)cc(C(=O)Nc2ccccc2C(=O)O)cc1Cl,10.7,-4.7,0.893,1.4,5.8,7.0,0.942,-3.0,-1.3

# Random excerpt: four compounds from above, in no set order.
SMILES,mIAP block,A3G deaminase,mIAP act,SENP1 inh,hIAP inh,NALP3 yeast inh,hIAP act,beta cell repl,A3A deaminase
CCN(CC)c1ccc2cc(C(=O)NCc3ccc(F)cc3)c(=N)oc2c1,-20.6,-9.6,1.21,-25.3,-0.6,13.6,1.01,-7.0,-2.8
C=CCc1cc(Cl)ccc1OCCCn1ccnc1,8.2,-5.9,0.918,-3.0,-31.6,20.7,1.32,-0.1,-6.5
N#Cc1ccccc1NC(=O)COC(=O)CN1C(=O)C2CCCCC2C1=O (stereo not given),-7.1,-0.4,1.07,1.9,-0.9,12.0,1.01,-3.6,-0.3
CCOc1c(Cl)cc(C(=O)Nc2ccccc2C(=O)O)cc1Cl,10.7,-4.7,0.893,1.4,5.8,7.0,0.942,-3.0,-1.3

# Additional results follow.
SMILES,mIAP block,A3G deaminase,mIAP act,SENP1 inh,hIAP inh,NALP3 yeast inh,hIAP act,beta cell repl,A3A deaminase
O=C(CSc1nnc(CNc2cccc(C(F)(F)F)c2)n1Cc1ccco1)NCc1ccco1,-5.1,4.6,1.05,0.2,-46.4,16.2,1.46,0.8,3.2
Nc1nnc(SCC(=O)Nc2ccc(Cl)c(C(=O)O)c2)s1,0.6,-1.6,0.994,0.2,2.1,23.4,0.979,-2.6,3.8
CN(Cc1ccccc1)C(=O)COC(=O)CCC(=O)c1ccc(Cl)cc1,2.4,-3.1,0.976,-1.8,-3.6,7.5,1.04,-1.2,2.1
Cc1cccc(N=c2c([N+](=O)[O-])nn(-c3ccc(Cl)cc3)n2O)c1,20.4,-4.4,0.796,0.6,14.9,16.2,0.851,-3.3,3.3
CCOc1ccc(NC(=O)CSc2ccc(-c3cccnc3)nn2)cc1,6.8,-4.4,0.932,-1.2,-15.1,9.7,1.15,-2.6,-2.0
COc1ccc(S(=O)(=O)N2CCN(C(=O)N3CCOCC3)C2C)cc1 (stereo not given),0.7,-0.9,0.993,-0.6,3.5,2.8,0.965,-4.8,3.5
CCOC(=O)CCNCc1ccc(OC)c(OC)c1,5.5,-3.5,0.945,0.4,3.0,9.4,0.97,-1.2,0.7
COc1ccc(NC(=O)COC(=O)CNS(=O)(=O)c2ccc(F)c(F)c2F)cc1OC,-7.4,-7.3,1.07,0.6,1.5,-14.8,0.985,-3.5,-1.5
CCOc1ccc(S(=O)(=O)N2CCCC(C(=O)NCc3ccncc3)C2)cc1Cl (stereo not given),-7.0,-5.9,1.07,-1.5,8.5,-13.6,0.915,-0.3,-2.6
Cc1ccc(C(=O)NC2CCS(=O)(=O)C2)cc1S(=O)(=O)N1CCOCC1 (stereo not given),1.7,-5.2,0.983,2.0,18.0,4.5,0.82,-2.3,-3.9
Cn1cc([N+](=O)[O-])c(C(=O)Nc2ccn(Cc3c(F)c(F)cc(F)c3F)n2)n1,3.1,-7.2,0.969,1.6,16.7,1.0,0.833,-3.7,-0.4
Cc1cccn2c(=O)c3cc(C(=O)NCCCN4CCCC4=O)n(C)c3nc12,-10.0,-4.0,1.1,-29.7,-10.4,6.1,1.1,2.2,-0.1
O=C(Cc1ccccc1)NC(Nc1cccc2ccccc12)C(Cl)(Cl)Cl (stereo not given),-70.7,-6.8,1.71,-1.3,-2.6,16.8,1.03,-3.8,-7.1
Fc1ccc(CNc2nc(-c3cccnc3)nc3ccccc23)cc1,-1.7,-1.7,1.02,-8.8,-1.6,9.2,1.02,0.0,21.9
COc1ccc(NC(=O)c2cc3ccccc3cc2OC)cc1,0.9,-10.7,0.991,-8.3,-21.2,20.9,1.21,-0.7,-5.9
CN1CCN(C(=O)CCc2nc3ccccc3n2-c2ccccc2)CC1,-3.5,-1.3,1.03,3.2,-2.6,8.4,1.03,-0.6,2.4
CCOC(=O)Cc1nnc(NC(=O)CSc2nnc3c4ccccc4n(C)c3n2)s1,-11.4,1.5,1.11,0.1,-10.7,7.7,1.11,-3.9,-3.6
COc1ccc(OC)c(C2C3CN(C(C)C)CC=C3C(C#N)=C(N)C2(C#N)C#N)c1 (stereo not given),1.9,-5.5,0.981,-22.5,2.1,9.2,0.979,0.3,-2.0
O=C(CC1NCCN(Cc2ccccc2)C1=O)Nc1ccc(Cl)cc1 (stereo not given),10.3,-1.9,0.897,-2.0,-17.5,5.4,1.18,4.0,1.3
Cc1ccc(CN2CCN(/N=C/c3cccnc3)CC2)cc1,4.2,-1.4,0.958,3.4,7.0,3.4,0.93,-2.2,-1.5
O=C(NCc1ccco1)C(c1ccc(F)cc1)N(C(=O)Cc1cccs1)c1cccnc1 (stereo not given),7.6,-7.8,0.924,1.7,2.4,7.2,0.976,1.9,-3.6
COc1cc2c(cc1OC)C(C)N(C(=O)/C=C/c1cc(OC)c(OC)c(OC)c1)CC2 (stereo not given),-3.8,-7.9,1.04,-0.1,-7.9,16.4,1.08,-1.7,-0.4
CC(=O)CC(=O)NC(=NC1CCCCC1)Nc1nc(C)cc(C)n1,-5.2,-0.5,1.05,-11.2,-11.0,6.6,1.11,-5.1,-1.9
CCn1c(CSc2nc(C)cc(C)n2)nnc1SCC(N)=O,-3.4,-10.1,1.03,0.7,-8.3,13.1,1.08,-3.9,-4.0
O=C(CNC(=O)c1cccc(F)c1)OCC(=O)N1CCCc2ccccc21,-2.4,-10.1,1.02,1.8,-12.1,1.8,1.12,0.0,1.7
Cc1ccc(/C=N/NC(=O)C2(O)c3ccccc3-c3ccccc32)o1,5.1,-7.1,0.949,-1.5,-1.7,17.7,1.02,0.0,5.8
Cc1onc(-c2ccccc2)c1C(=O)OCC(=O)NC(=O)c1ccccc1,3.7,-9.1,0.963,0.4,10.3,35.2,0.897,1.0,-2.9
O=C(c1ccc2c(=O)n3c(nc2c1)CCCCC3)N1CCN(c2ccc(Cl)cc2)CC1,-1.5,-3.8,1.01,1.6,-0.1,3.0,1,-4.2,1.8
Cc1ccccc1/C=C1\Oc2ccccc2C1=O,16.3,-4.9,0.837,-3.2,7.1,0.8,0.929,-1.5,-4.4
Cn1c(SCC(=O)NC2CCCC2)nc2c(c1=O)SCC2,0.0,-12.8,1,-1.2,7.4,1.4,0.926,-0.3,-4.2
Cc1cc(NC(=O)c2cc(-c3ccccn3)nc3c(Cl)cccc23)no1,12.5,2.1,0.875,-0.2,15.6,18.3,0.844,2.3,0.9
Cc1ccc(C)c2[nH]c(=O)c(CN(Cc3cccs3)C(=S)NCc3ccco3)cc12,11.8,-7.8,0.882,0.0,0.2,10.4,0.998,-7.0,-2.2
O=C(CCC(=O)OCC(=O)c1ccccc1)Nc1cccc(Cl)c1,1.6,-4.8,0.984,1.7,0.6,11.5,0.994,-0.4,-0.7
CCOC(=O)C1C(=O)NC(c2ccccc2)=NC1c1ccc(O)c(OC)c1 (stereo not given),2.1,0.7,0.979,-0.4,-0.3,-2.0,1,-4.1,4.6
CCOC(=O)c1ccc(NCc2cccnc2)cc1,-4.3,-6.8,1.04,-0.4,-24.3,23.3,1.24,-0.3,-5.0
CCOc1ccccc1NC(=O)c1csc(C)c1C,3.7,-8.2,0.963,1.9,2.5,28.6,0.975,-1.8,-2.0
O=C(c1cccc(Cl)c1)C1CCCN(S(=O)(=O)c2ccccc2)C1 (stereo not given),9.7,-3.6,0.903,-1.0,12.1,-15.4,0.879,-3.5,-4.9
CCOC(=O)C1=C(O)/C(=C\c2ccc(CNC(=O)C(=O)Nc3ccccc3)o2)N=C1C,8.2,12.7,0.918,4.6,15.2,10.1,0.848,-2.2,21.4
Cc1c(C#N)c2ccccc2n1CC(=O)N1CCCC1,-1.1,-0.6,1.01,-3.4,-0.9,15.7,1.01,-0.8,1.0
COCCNC(=S)N1CCc2cc(OC)c(OC)cc2C1COc1ccc(C(C)C)cc1 (stereo not given),-7.1,-2.4,1.07,-1.3,-7.4,11.6,1.07,0.0,1.0
Cc1cccn2c(=O)c3cc(S(=O)(=O)c4ccccc4)c(=N)n(Cc4ccco4)c3nc12,-14.1,13.3,1.14,-39.9,-3.6,-6.8,1.04,-6.5,5.2
COc1cc(C(NC(C)=O)NC(C)=O)ccc1OCc1ccccc1,4.6,-6.4,0.954,2.2,5.2,5.2,0.948,-2.1,-1.8
Cc1cc(C)cc(OCC(=O)Nc2ccccc2C(=O)NCc2ccco2)c1,0.0,1.0,1,-1.7,-3.2,-0.5,1.03,-1.4,6.2
Cc1ccnc2nc(C(=O)NCCc3ccc(F)cc3)nn12,-8.8,-4.2,1.09,0.6,-5.6,-1.6,1.06,-2.6,-3.0
O=C(OCC1OC(n2ccc(=O)[nH]c2=O)C(O)C1OC(=O)c1ccccc1)c1ccccc1 (stereo not given),1.6,-2.3,0.984,1.2,2.6,4.4,0.974,-1.7,-2.3
COc1ccc(CCNC(=O)C2CCN(S(=O)(=O)c3ccc(C)cc3)CC2)cc1,-6.5,0.6,1.06,1.8,-19.1,14.0,1.19,0.4,2.6
O=C(C[n+]1cccc2ccccc21)c1ccc(NC(=O)c2ccccc2)cc1,-4.1,-2.1,1.04,11.7,-1.6,2.8,1.02,-3.2,-1.3
Cc1ccc(CCNC(=O)c2cc(S(=O)(=O)N3CCCC3)cn2C)cc1,-18.1,0.9,1.18,2.0,5.3,2.0,0.947,-0.1,1.7

# Screening data as filed in PubChem.

# Not all compounds are listed; the hit share may differ from the screen's.
